CYP2C9 activ – increases human cytochrome P450 2C9 activity. P11712. recombinant CYP2C9, luciferin-H conversion, luminescence; hits give high values; factor 1 = untreated enzyme, 0 = blocked. activation factor at 5 µM. 1.4% of 96,000 active;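 active means activation factor of 2 or more for CYP2C9 at a 5 µM dose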;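 further: 0 = sulfaphenazole-blocked wells and 1 = vehicle-only wells; values of inactives mirror those of a sister screen read the other way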
DAT uptake mod – modulates human dopamine transporter uptake under cocaine; B-score at 10 µM; LLC-PK1 hDAT cells, [14C]-dopamine uptake with cocaine IC80; actives deviate in either direction; Q01959; 1.3% of 110,000 active;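 active means Z score or B-score, a plate-position-corrected score, falls beyond the plate's 99.7% confidence bounds, in either direction; inactive means both scores lie inside the 99.7% bounds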;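 further: scored against the spread of the other compound wells on the same plate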
LYP inh 2 – LYP (human) phosphatase inhibition. 0.21% of 96,000 active. AID 640. recombinant LYP catalytic domain, DiFMUP fluorescence. Q9Y2R2. inhibition, % at 2 µM;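 active means inhibition at 2 µM at or above a set limit, the screen mean plus 3 SD, cut at about 24% in these data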;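 further: 0% = DMSO with enzyme and 100% = enzyme fully blocked by orthovanadate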
Target sequence (Q9Y2R2 whole entry, looked up, the tested form may be a part): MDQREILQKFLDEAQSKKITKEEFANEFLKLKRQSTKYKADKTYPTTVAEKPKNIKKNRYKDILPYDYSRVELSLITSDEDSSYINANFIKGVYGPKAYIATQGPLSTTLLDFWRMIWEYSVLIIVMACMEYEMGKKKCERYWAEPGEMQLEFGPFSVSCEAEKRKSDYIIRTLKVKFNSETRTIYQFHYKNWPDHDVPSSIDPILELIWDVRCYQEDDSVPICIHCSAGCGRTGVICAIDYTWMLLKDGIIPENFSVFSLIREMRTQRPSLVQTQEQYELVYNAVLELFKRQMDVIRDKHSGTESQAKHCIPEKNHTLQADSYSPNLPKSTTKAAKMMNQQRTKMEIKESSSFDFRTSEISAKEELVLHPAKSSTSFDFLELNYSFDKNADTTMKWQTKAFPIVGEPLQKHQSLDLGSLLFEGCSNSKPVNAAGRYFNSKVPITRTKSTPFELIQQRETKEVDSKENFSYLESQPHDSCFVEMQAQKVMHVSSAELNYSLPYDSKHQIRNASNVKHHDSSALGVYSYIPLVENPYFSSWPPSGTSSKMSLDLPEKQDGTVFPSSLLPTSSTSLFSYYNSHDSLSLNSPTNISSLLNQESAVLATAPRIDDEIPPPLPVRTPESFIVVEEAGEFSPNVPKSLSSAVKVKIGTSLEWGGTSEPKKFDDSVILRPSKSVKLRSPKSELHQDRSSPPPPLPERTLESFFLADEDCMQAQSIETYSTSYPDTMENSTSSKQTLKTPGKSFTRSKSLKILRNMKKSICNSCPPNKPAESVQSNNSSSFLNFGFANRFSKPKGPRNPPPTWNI
PostGolgi yeast – growth inhibition of a yeast mutant, post-Golgi transport screen; post-Golgi transport phenotypic cell assay; inhibition, % at 10 µM; 0.9% of 98,000 active; AID 739;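 further: yeast cells grown in 1536-well plates; yeast grown about 18 h at 30C before absorbance read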
Ecoli WT expand – growth inhibitors of E. coli BW25113 wild type; OD600 absorbance; growth inhibition, % at 100 µM; 0.15% of 98,000 active; AID 710;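 active means growth inhibition above about 50% at one test dose, limit read from the data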;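 further: growth measured after 20 h incubation at 37 °C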
LYP act – activators of human LYP (PTPN22) phosphatase; recombinant LYP, DiFMUP fluorescence; 0 = plate median, 100 = signal doubled; activation, % at 2 µM; 0.11% of 96,000 active; AID 697;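 active means activation at 2 µM above a set limit, the mean plus 5 SD, cut at about 37% in these data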
Pyk2 oligo antag – Pyk2 (human) oligomerization antagonism; z-score (the deposit names both 25 µM and 10 µM); 0.83% of 99,000 active; Q14289; Q293 cells, Pyk2 FERM NanoBiT luminescence; hits give low values; AID 1347419;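 active means Z-score of -3 or lower, scaled per plate to the spread of control and sample wells; inactive means z-score above -3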;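 further: negative z-score means lost luminescence so less FERM oligomerization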
PostGolgi ctrl – inhibits growth of the yeast control strain. efflux-deficient yeast background strain, growth absorbance A615, 16 h. inhibition, % at 10 µM. 5% of 98,000 active. AID 738
CYP2C9 inhib – inhibitors of human CYP2C9 | AID 777 | 20% of 96,000 active | P11712 | inhibition, % at 5 µM | CYP2C9 Supersomes, luciferin-H conversion, luminescence;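 active means blocking of liver enzyme CYP2C9 beyond about 50% at 5 µM, limit read from the data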; further: values of inactives mirror those of a sister screen read the other way
An asterisk follows results filed as active; . = not tested or not shown. Unless noted, no stated cut-off is given here; in the data, active means inhibition above about 30%; inactive means the rest.

SMILES	CYP2C9 activ	DAT uptake mod	LYP inh 2	PostGolgi yeast	Ecoli WT expand	LYP act	Pyk2 oligo antag	PostGolgi ctrl	CYP2C9 inhib
Cc1cccc(C(=O)NN(C)c2nc(-c3ccccc3)nnc2C(F)(F)F)c1	1	-2.3	-3	5	-2	6	1	-2	2
CC1CCN(Cc2ccc(NC(=O)CC3Oc4ccccc4NC3=O)cc2)CC1 (centres undefined)	1	0.025	-6	2	5	3	.	3	3
COc1ccc(-c2nnc(SCC(=O)N3c4ccccc4Sc4ccccc43)o2)cc1	.	1.3	2	.	.	-2	-1	.	.
CN(C)S(=O)(=O)c1cccn1-c1ncc(C(F)(F)F)cc1Cl	0.6	-0.32	4	-3	1	-4	1.4	-1	45
COc1ccc(N)cc1C#N	1.1	-0.51	-4	-15	4	1	.	15	-7
COC(=O)C1=C(C)N(Cc2ccc(C)cc2)C(=O)C1	0.8	0.085	0	25	1	3	0.38	-4	17
COc1ccc(CC(=O)N2CCN(C(=O)c3ccco3)CC2)cc1	1	-1.4	6	-4	2	-5	-0.33	2	0
O=C(c1ccccc1F)N(Cc1ccc(F)cc1)C1CCS(=O)(=O)C1 (centres undefined)	0.9	-0.011	-7	14	5	6	0.93	6	15
COc1cc2[nH]c(=O)n(CCCCCC(=O)N3CC=C(c4ccccc4)CC3)c(=O)c2cc1OC	0.4	0.55	-6	0	-10	5	-2.3	8	61*
C[N+]1(CC(=O)Nc2ccccc2Cl)CCN(C(=O)c2cccs2)CC1	1.1	-0.22	-8	8	1	8	-0.4	12	-15
CN(C)CCCNS(=O)(=O)c1ccc(Oc2ncc(C(F)(F)F)cc2Cl)cc1	1	-0.087	-13	-3	-5	15	1.4	13	-3
CC1CCCCN1c1cc(C#N)c(C#N)cc1[N+](=O)[O-] (centres undefined)	0.9	0.011	5	-1	3	0	-0.85	43*	10
CCS(=O)(=O)N1CCCC(C(=O)N2CCc3ccccc3C2)C1 (centres undefined)	1.2	.	-6	6	-4	6	-0.24	2	-16
CCC(=O)Nc1ccc2c(c1)nc1n2CCSC1	1	-0.012	8	-8	2	-8	-0.02	6	0
Cc1ccc(NS(=O)(=O)c2cc(C(=O)N3CCOCC3)ccc2C)cc1	1	-0.78	4	48*	2	-7	-0.81	7	4
CCC(C)(C(=O)NC1CCCC1)N(CC1CCCO1)C(=O)c1ccc2c(c1)OCO2 (centres undefined)	1	-0.3	-4	-5	-3	4	-0.45	-2	4
Cc1nn(Cc2ccccc2)c(N)c1-c1ccccc1	0.8	-0.93	-14	34*	9	14	-0.99	3	21
N#CCCn1cnc2ccccc21	1	-2.1	-6	-3	3	2	-0.47	8	-1
Cc1cc(C)n(-c2ccc(C(=O)OCC(=O)N(CC(C)C)C3CCS(=O)(=O)C3)cc2)n1 (centres undefined)	1	0.4	-4	2	5	2	-0.17	4	2
N/C(Cc1cccs1)=N\OC(=O)COc1ccc(Br)cc1	0.9	0.83	-8	1	20	11	0.91	0	10
Cn1c(CN2CCOCC2)nc2cc(NC(=O)c3ccccc3Cl)ccc21	1.1	0.14	-11	0	-10	5	0.84	-2	-8
CCOC(=O)C1C(=O)NC(N2CCCCC2)=NC1c1ccccc1 (centres undefined)	1.1	-0.09	.	-8	-4	.	0.69	4	-8
CSc1ncccc1C(=O)OCC(=O)N1CCOCC1	1.1	1.3	-1	32*	-5	-3	0.69	-1	-8
Cc1cc(C(c2nnnn2Cc2ccccc2)N2CCOCC2)c(C)n1-c1ccc2c(c1)OCO2 (centres undefined)	0.1	1.1	-10	-12	-11	8	-0.49	17	90*
Cc1ccccc1NC(=O)C1CCCN(S(=O)(=O)c2c(C)noc2C)C1 (centres undefined)	1	-0.31	-3	2	-21	1	0.14	12	2
CC(=O)Nc1cc(-c2nn(C)c(=O)c3ccccc23)ccc1N1CCOCC1	0.5	.	3	5	3	-1	0.33	-2	50
Cc1ccc(C)c(N(CC(=O)NC2CCCC2)C(=O)c2cc3cc4cc(C)ccc4nc3s2)c1	1	-0.71	2	1	-13	-3	1.4	-5	1
Cn1c(C(=O)OC(C(=O)NC2CCCC2)c2ccncc2)cc2sccc21 (centres undefined)	0.3	-0.013	-7	5	2	8	-1.3	6	72*
C=CCn1c(N2CCCC2)nc2c1c(=O)[nH]c(=O)n2C	0.8	-1.1	-7	1	1	5	-0.11	9	18
COc1cc(CNCc2cccs2)ccc1OCC(=O)NC(C)(C)C	0.8	0.28	-5	-4	-2	8	0.13	2	15
CC1C(=O)CC(c2ccco2)NC1c1ccco1 (centres undefined)	1.1	-0.56	11	-1	4	-11	.	2	-8
O=C(CNC(=O)c1ccc(Br)cc1)NCCc1nc2ccccc2[nH]1	0.4	-1.1	5	0	-1	-4	-0.14	-1	58*
COc1ccc(Cl)cc1NC(=O)CN1CCC(n2nnc3cc(F)ccc32)CC1	0.8	0.44	8	6	-8	-8	1.4	6	19
O=S(=O)(c1cccc(-c2csc(-c3ccccc3)n2)c1)N1CCOCC1	0.4	-0.34	2	-6	-3	-3	-1.8	23	61*
CCCN(CCO)Cc1cccc(Oc2ccccc2)c1	1	0.89	5	27	5	-6	-0.87	1	4
O=C(CN1C(=O)C2CC=CCC2C1=O)Nc1nc2ccccc2[nH]1 (centres undefined)	1	-0.093	4	1	-7	-7	-0.58	7	2
c1cc2c(c(NCc3ccncc3)c1)CCCC2	0.2	-0.024	.	12	12	.	-0.44	17	82*
Cc1cccc(N=C2Sc3nc4c(C)c(C)ccc4cc3CN2CCN2CCOCC2)c1	0.5	0.37	1	46*	-1	1	0.2	97*	47
CCN1CCN(C(=O)c2cn(CC)c3ccc(S(=O)(=O)N(C)C)cc3c2=O)CC1	.	-0.025	-17	0	4	16	.	4	.
Cc1ccc2cc3cc(C(=O)NCCC(C)C)oc3nc2c1	1	0.06	10	-6	-3	-12	0.77	1	1
Cc1cc(NC(=O)CCC2COc3ccccc3O2)no1 (centres undefined)	0.9	-0.27	-8	0	2	7	0.13	-7	7
COC(=O)C1(C(=O)OC)NOC2C(=O)N(c3ccccc3)C(=O)C21 (centres undefined)	1	-0.61	0	-7	5	3	0.62	7	0
COc1ccc(Cl)cc1NC(=O)CN1C(=O)CCS(=O)(=O)c2ccccc21	.	1.1	7	0	-10	-3	0.24	4	.
Cc1ccc(S(=O)(=O)N(CC(=O)N2CCN(c3ccccc3F)CC2)C2CCCCC2)cc1	0.6	0.64	11	-2	-16	-9	-1.6	15	43
CCOc1ccc(CSC(CC(=O)O)C(=O)O)cc1 (centres undefined)	0.9	-1.2	-3	3	1	2	0.91	-3	11
COC(=O)C1=CN(C(C)C)C=C(C(=O)OC)C1c1cccc(OC)c1	0.6	.	7	-9	2	-8	-1.9	8	35
NC(=O)c1nn(-c2ccccc2)c(=O)cc1O	1.1	-0.084	2	-5	-4	0	-0.12	-1	-6
COc1ccc(-c2ccc(-c3nnn(CC(=O)N4CCOCC4)n3)cc2)cc1	1.1	0.27	12	10	-2	-13	0.57	0	-11
CCCN(CCC)CCNC(=O)c1cc2c(=O)n(C)c3ccccc3c2n1C	1	-0.17	10	-4	-4	-11	.	-6	4
CCOC(=O)C(C(=O)OCC)C(=O)c1cc(OC)c(OC)c(OC)c1	1.1	0.01	-4	0	-5	8	-1	-3	-10
O=C(CSc1nnc(-c2ccc(OC(F)F)cc2)o1)N1CCOCC1	0.9	-0.11	-2	1	-14	-1	0.51	1	13
O=S(=O)(c1ccccc1)c1cnc(-c2cccnc2)nc1-c1ccc(Cl)cc1Cl	0.6	2.4	6	-6	0	-3	-1.7	24	45
O=C(NCC1CCCO1)Nc1cccc(Cl)c1 (centres undefined)	0.8	0.24	-32	8	30	28	0.5	12	17
N#CC1=C(N)OC2=C(C(=O)CCC2)C12CCC1(CC2)OCCO1	1	0.35	-7	-7	-1	4	0.48	46*	1
O=C(CSc1nnc(-c2c[nH]c3ccccc23)o1)c1ccccc1	0.8	0.95	-12	-1	-20	16	-1.1	16	18
Cc1[nH]c(=O)[nH]c(=O)c1S(=O)(=O)N1CCCC(C(=O)NCCc2ccccc2)C1 (centres undefined)	1	-0.82	-10	8	-4	6	0.94	1	-1
COc1cccc(N2CCN(C(=O)c3ccc4nc(N5CCCCC5)sc4c3)CC2)c1	0.7	.	-2	16	-19	1	.	22	30
O=C(CCCN1C(=O)c2ccccc2C1=O)Nc1ccc(S(=O)(=O)N2CCCCC2)cc1	0.1	0.95	-5	1	4	2	-0.18	10	94*
CCOc1ccc(NC(=O)Nc2ccc(N(C)C(C)=O)cc2)cc1	1.1	1.4	-8	-8	7	8	-0.22	10	-6
O=c1cc(-c2ccc(Cl)cc2)[nH][nH]1	1	-0.71	-5	2	14	1	-0.28	6	4

In a second layout: results already given
Values in the order: CYP2C9 activ, DAT uptake mod, LYP inh 2, PostGolgi yeast, Ecoli WT expand, LYP act, Pyk2 oligo antag, PostGolgi ctrl, CYP2C9 inhib
> COc1ccc(-c2ccc(-c3nnn(CC(=O)N4CCOCC4)n3)cc2)cc1
→ 1.1, 0.27, 12, 10, -2, -13, 0.57, 0, -11
> CCOc1ccc(NC(=O)Nc2ccc(N(C)C(C)=O)cc2)cc1
→ 1.1, 1.4, -8, -8, 7, 8, -0.22, 10, -6
> CCOC(=O)C(C(=O)OCC)C(=O)c1cc(OC)c(OC)c(OC)c1
→ 1.1, 0.01, -4, 0, -5, 8, -1, -3, -10
> Cc1[nH]c(=O)[nH]c(=O)c1S(=O)(=O)N1CCCC(C(=O)NCCc2ccccc2)C1 (centres undefined)
→ 1, -0.82, -10, 8, -4, 6, 0.94, 1, -1
> O=C(CSc1nnc(-c2c[nH]c3ccccc23)o1)c1ccccc1
→ 0.8, 0.95, -12, -1, -20, 16, -1.1, 16, 18
> O=c1cc(-c2ccc(Cl)cc2)[nH][nH]1
→ 1, -0.71, -5, 2, 14, 1, -0.28, 6, 4

Next compounds.
SMILES	CYP2C9 activ	DAT uptake mod	LYP inh 2	PostGolgi yeast	Ecoli WT expand	LYP act	Pyk2 oligo antag	PostGolgi ctrl	CYP2C9 inhib
O=C(CSc1ccccc1)NCCCN1CCOCC1	1.1	-1.3	8	3	-1	-7	-0.67	0	-6
Cc1ccccc1C1=NC(c2ccc(F)cc2F)ON1 (centres undefined)	1.2	1.3	2	-3	9	-1	0.01	-1	-17
COc1ccc(C(=O)CSc2nnc(CNC(=O)c3ccc(OC)cc3)n2C)cc1	1	-1.8	1	-2	2	-4	0.11	-8	4
CCc1ccc2[nH]c(=O)c(C(c3nnnn3Cc3ccco3)N3CCC(C)CC3)cc2c1 (centres undefined)	0.6	0.59	-15	1	-2	12	2	8	38
CCOC(=O)c1cc2c(C)n(-c3ccc(N(C)C)cc3)c(C)c2cc(C(=O)OCC)c1=O	0.7	2.6	-1	-4	-25	-1	0.02	1	33
Cc1cc(C)n(-c2nc3ccccc3c(=O)n2OCc2ccc(Cl)cc2)n1	0.7	0.54	-8	-4	5	6	-0.68	25	26
COc1cccc(N2CCN(S(=O)(=O)c3ccc4nc(-c5ccccc5)[nH]c4c3)CC2)c1	0.5	0.012	-6	-15	-15	10	-1.3	1	48
O=C1C2C3C=CC(C3)C2C(=O)N1c1cccnc1 (centres undefined)	1.1	0.17	-4	16	-5	4	-0.16	7	-10
O=c1cc(N2CCOCC2)[nH]c(=O)n1Cc1ccc(F)cc1	1	-0.37	.	2	-6	.	.	-3	-2
Cc1cccc(OCc2nnc(SCC(=O)Nc3sc(C)c(C)c3C#N)n2C)c1	0.6	.	-9	1	-18	8	0.99	0	38
Cc1ccccc1Cn1c(-c2cncs2)nc2ccccc21	0.6	-0.086	1	24	-5	-2	-1.3	35*	39
CCOC(=O)c1sc(NC(=O)CSc2nnnn2-c2ccc(C)c(C)c2)nc1C	0.6	0.45	9	-14	-14	-11	0.29	5	39
CCN(CC)c1nc2cc(OC)ccc2cc1C#N	1	.	-4	39*	4	-1	2	-3	-3

Bioassay records as filed in PubChem BioAssay.
